# NS5 inhibitors = Dengue-2 NS5 methyltransferase inhibitors, primary screen, biochemical, confirmation dose response (AID 588689); Genome polyprotein (Dengue virus type 2 (strain 16681-PDK53)); Dengue-2 NS5 methyltransferase capping enzyme assay, biochemical; higher % means a stronger effect; one-dose inhibition, % at 25 µM; IC50 in µM for titrated hits; 340,000 compounds, 0.3% hits; in the data active = a potency from the dose series
# NS5 inhibitors pilot replicate = second read-out of NS5 inhibitors, no call of its own (marks repeat the call); inhibition, %; measured here: pilot screen replicate inhibition
# Active calls of the source: *. Some of the compounds tested; rates above refer to the full screens.
SMILES,NS5 inhibitors,others
COc1ccc(NS(=O)(=O)c2cccc(C(=O)N3CCN(c4ccccc4O)CC3)c2)cc1,4%,
O=C(NCC1CCCO1)C(=O)NCC1CCCN1S(=O)(=O)c1ccccc1 (stereo unspecified),4%,
CSc1nnc(SCC(=O)Nc2ccc3[nH]c(=O)[nH]c3c2)s1,-8%,
COc1ccc(S(=O)(=O)N2CCCCC2)cc1NC(=O)CCC(=O)N1CCC(c2ccccc2)=N1,-2%,
O=C(CN1CCN(S(=O)(=O)c2ccc(F)c(Cl)c2)CC1)N1CCc2ccccc21,-1%,
COC(=O)c1ccc(CSC2=NC[C@@H]3[C@@H]4C(=O)N(Cc5ccccc5)C(=O)[C@@H]4[C@](C)(C(=O)OC)N23)cc1,5%,NS5 inhibitors pilot replicate=-0.3
CCN1C(=O)[C@H]2[C@@H](c3ccccc3)N[C@]3(CCCN(Cc4ccc(C)cc4)C3=O)[C@H]2C1=O,-2%,
Cc1ccc(C)c(NC(=O)COC(=O)CSc2ccccc2)c1,1%,
CCC(=O)c1ccc(OCC(=O)OCC(=O)N2c3ccccc3NC(=O)C2(C)C)cc1,-5%,
Cc1c(C(=O)NC(=S)Nc2ccc(NC(=O)c3cccs3)cc2)oc2ccccc12,-8%,
CC1=C(O)C(=O)C(c2c(C)cc(C)c(Br)c2C)=C(O)C1=O,28%,
Cc1ccc(SCC(=O)OCc2csc(CC(=O)Nc3ccccc3C)n2)cc1C,-8%,
C[C@H](CO)N1C[C@H](C)[C@H](CN(C)C(=O)c2ccc3ccn(C)c3c2)OCc2cnnn2CCCC1=O,6%,
COc1ccc(S(=O)(=O)N2CCN(C(=O)C3COc4ccccc4O3)CC2)cc1 (stereo unspecified),-6%,
COc1ccc(CNC(=O)C2CCN(S(=O)(=O)c3cccc(C(F)(F)F)c3)CC2)cc1,-7%,
CCOc1ccc(C=NNc2ccc(S(=O)(=O)Nc3ccccc3C(=O)O)cc2[N+](=O)[O-])cc1OC,8%,
COc1cccc(CC(=O)N2CCN(S(=O)(=O)c3ccc(Br)cc3)CC2)c1,-4%,
Cc1ccc(S(=O)(=O)N(C)C)cc1NC(=O)CN1c2cccc3cccc(c23)S1(=O)=O,1%,
Cc1cccc(N2CCN(C(=O)CN3C(=O)NC4(CCCCCC4)C3=O)CC2)c1C,-8%,
CCN(CC(=O)Nc1ccc(NC(C)=O)cc1)C(=O)/C=C/c1c(C)nn(-c2ccc(F)cc2)c1Cl,-2%,
Cc1c(NS(=O)(=O)c2cc(C(=O)NCc3cccc(Cl)c3)ccc2Cl)c(=O)n(-c2ccccc2)n1C,-7%,
CCN1CCN(S(=O)(=O)c2ccc3c4c(cccc24)C(=O)N3CC)CC1,1%,
COc1ccc(NS(=O)(=O)c2cccc(C(=O)OCC(=O)N3CCN(c4ccc(OC)cc4)CC3)c2)cc1,-2%,
Cc1ccccc1NC(=O)Cc1nc(COC(=O)COc2ccccc2C(C)C)cs1,3%,
CC(=O)N/C(=C\c1ccccc1)C(=O)OCC(=O)c1c(N)n(CC(C)C)c(=O)n(C)c1=O,-3%,
O=C(CCc1ccc(S(=O)(=O)N2CCOCC2)cc1)OCC(=O)c1ccccc1F,4%,
COc1cc2nncc(SC)c2cc1OC,-2%,
Cc1ccc(NC(=O)CSCC(=O)Nc2nnc(C)s2)cc1,1%,
CSC1=Nc2sc3c(c2C2=NCCN12)CC(C)(C)OC3,-3%,
Cc1cccc(C(=O)OCC(=O)NCCN2C(=O)CSC2=O)c1[N+](=O)[O-],-2%,
COc1ccccc1OCCNC(=O)c1cccc(S(=O)(=O)N2CCN(Cc3ccccc3)CC2)c1,3%,
COc1ccccc1N1CCN(C(=O)CC(NC(=O)c2ccccc2Cl)c2ccccc2)CC1 (stereo unspecified),-1%,
CSc1ccc(C2=CC(=O)C[C@H](c3ccc4c(c3)OCO4)C2)cc1,0%,
COc1ccc(C)cc1NC(=O)CN1c2cccc3cccc(c23)S1(=O)=O,-4%,
O=C(CN1C(=O)NC(c2ccccc2)(c2ccccc2)C1=O)N1CCN(c2ccccc2F)CC1,-3%,
CC(C(=O)N1CCc2ccccc21)n1cnc2c1c(=O)n(C)c(=O)n2C (stereo unspecified),2%,
Cc1ccc(S(=O)(=O)N2CCC[C@H]2C(=O)NCc2ccccc2Cl)cc1,5%,
O=C(O)c1ccccc1C(=O)O,-5%,
Cc1cc(C2CCCCC2)n(O)c(=O)c1,-8%,
CCN1C[C@@H]2[C@@H]3C(=O)N(C)C(=O)[C@@H]3[C@](Cc3ccccc3)(C1=O)N2C(=O)c1ccc(F)cc1,-6%,
COc1ccc(NC(=O)C[C@H]2C(=O)N(Cc3ccccc3)C[C@@H]2CSC)cc1,-2%,
CC1(C)CC(NC(=O)c2cccc(S(=O)(=O)N(Cc3ccccc3)c3ccccc3)c2)CC(C)(C)N1,1%,
CN(C1CCCCC1)S(=O)(=O)CCNC(=O)c1ccccc1,-3%,
CNC(=S)NN=C(C)c1ccc(OC)cc1O,-6%,
CN(CC(=O)Nc1ccc(F)cc1)C(=O)CSc1ncccn1,-3%,
COc1ccccc1N1CCN(C(=O)CCCn2c(=S)[nH]c3ccccc3c2=O)CC1,3%,
CCN(CC(=O)Nc1ccccc1C(F)(F)F)C(=O)c1cc(S(=O)(=O)N2CCCCCC2)ccc1OC,-7%,
CC1C(C)N(C(=O)CCl)c2ccccc2N1C(=O)CCl (stereo unspecified),16%,
Cc1ccc(C)c(S(=O)(=O)N2CCN(C(=O)[C@H](C)N3C(=O)C4CC=CCC4C3=O)CC2)c1 (stereo partly specified),0%,
CC(CC(c1ccccc1)N1CCc2ccccc2C1)=NO (stereo unspecified),-1%,
O=C(CCc1ccccc1)N1CCN(C(=O)CCc2ccccc2)CC1,-6%,
COc1ccc(-c2sc3cc(OC)c(OC)cc3c2C#CCCO)cc1,-4%,
CN(Cc1ccccc1)C(=O)c1ccc(NC(=O)Cc2ccc(NC(=O)C3CCCN(C(=O)C4CC4)C3)cc2)cc1 (stereo unspecified),-5%,NS5 inhibitors pilot replicate=1.2
CC(C)CNC(=O)C1(N2C(=O)c3ccccc3C2=O)CCCC1,5%,
CCN(C(=O)COC(=O)c1n[nH]c2ccccc12)c1ccccc1,-4%,
CCN1C(=O)[C@H]2[C@@H](c3ccc(-c4ccc5c(c4)OCO5)c(OC)c3)N[C@@](Cc3ccccc3)(C(=O)OC)[C@H]2C1=O,-6%,
C[C@@H](NC(=O)c1[nH]cnc1C(=O)Nc1nccs1)c1ccccc1,-8%,
COc1ccc(C2=Nn3c(nnc3-c3ccccc3F)SC2)cc1OC1CCCC1,1%,
COc1cc(OC)cc(C(=O)NNC(=O)CCOc2ccccc2OC)c1,-1%,
CN(c1ccccc1)S(=O)(=O)c1ccc(C(=O)N2CCN(c3ccccc3)CC2)cc1,0%,

# A draw from above in order of heavy-atom count, rising.
SMILES,NS5 inhibitors,others
CNC(=S)NN=C(C)c1ccc(OC)cc1O,-6%,
CC1C(C)N(C(=O)CCl)c2ccccc2N1C(=O)CCl (stereo unspecified),16%,
CC(CC(c1ccccc1)N1CCc2ccccc2C1)=NO (stereo unspecified),-1%,
CN(CC(=O)Nc1ccc(F)cc1)C(=O)CSc1ncccn1,-3%,
C[C@@H](NC(=O)c1[nH]cnc1C(=O)Nc1nccs1)c1ccccc1,-8%,
O=C(CCc1ccccc1)N1CCN(C(=O)CCc2ccccc2)CC1,-6%,
COc1cc(OC)cc(C(=O)NNC(=O)CCOc2ccccc2OC)c1,-1%,
COc1ccc(C2=Nn3c(nnc3-c3ccccc3F)SC2)cc1OC1CCCC1,1%,
CN(c1ccccc1)S(=O)(=O)c1ccc(C(=O)N2CCN(c3ccccc3)CC2)cc1,0%,
Cc1ccc(C)c(S(=O)(=O)N2CCN(C(=O)[C@H](C)N3C(=O)C4CC=CCC4C3=O)CC2)c1 (stereo partly specified),0%,
CCN(CC(=O)Nc1ccccc1C(F)(F)F)C(=O)c1cc(S(=O)(=O)N2CCCCCC2)ccc1OC,-7%,
CCN1C(=O)[C@H]2[C@@H](c3ccc(-c4ccc5c(c4)OCO5)c(OC)c3)N[C@@](Cc3ccccc3)(C(=O)OC)[C@H]2C1=O,-6%,
CN(Cc1ccccc1)C(=O)c1ccc(NC(=O)Cc2ccc(NC(=O)C3CCCN(C(=O)C4CC4)C3)cc2)cc1 (stereo unspecified),-5%,NS5 inhibitors pilot replicate=1.2

# Next structures
SMILES,NS5 inhibitors,others
O=C(O)C1CCc2nc(NCc3ccccc3)nc(NCc3ccccc3)c2C1 (stereo unspecified),2%,
CCN(CC)S(=O)(=O)c1ccc(N2CCOCC2)c(NC(=O)c2ccc3c(c2)OCCO3)c1,-7%,
O=C(NC1CCCCC1)c1c(O)nc2sccn2c1=O,1%,
O=C(CN1C(=O)NC2(CCCCC2)C1=O)Nc1nc2c(F)cc(F)cc2s1,0%,
Cn1ccnc1SCC(=O)Nc1cccc(C#N)c1,-9%,
CCCCCn1cnnc1SCC(=O)c1ccc2c(c1)OCO2,-8%,
NC(=O)C1CCN(CC(=O)Nc2ccc3c(c2)OCCO3)CC1,-11%,
CC1C(=O)N(Cc2cn(CCC3OCCCO3)nn2)CCS(=O)(=O)N1Cc1ccc(-c2ccc(Cl)cc2)cc1 (stereo unspecified),-7%,
COCCN(Cc1ccccc1)C(=O)c1ccc(C(=O)c2ccccc2)cc1,-3%,
CCCc1c(C)nc2scc(-c3ccc(Cl)cc3)n2c1=O,6%,
OCC[C@H]1C[C@@H](O)[C@H](O)[C@]2(OCc3ccccc32)O1,-2%,
CCN(CC(=O)Nc1c(F)cccc1F)C(=O)c1cccc(S(=O)(=O)N2CCc3ccccc3C2)c1,-9%,
O=C(NCC1COc2ccccc2O1)c1ccc(F)c(S(=O)(=O)N2CCOCC2)c1 (stereo unspecified),4%,
CC(C)C1C(=O)N(Cc2cn(CC3CCCCC3)nn2)CCS(=O)(=O)N1Cc1ccc(-c2cccc(CO)c2)cc1 (stereo unspecified),-7%,
Nc1sc2c(c1C(=O)NC1CC1)CCCC2,41%,
CCCn1c(N)c(N2CCCCC2)c(=O)n(CC(=O)Nc2ccccc2C(F)(F)F)c1=O,-2%,
Cc1ccc(SCC(=O)OCC(=O)N(CCC#N)c2ccccc2)cc1,-4%,
CC(C)C[C@H](NC(=O)c1nc[nH]c1C(=O)NCCCCCN)C(=O)OCc1ccccc1,-5%,
O=C(COC(=O)/C=C/c1cccc(F)c1)NCc1ccc2c(c1)OCO2,-1%,
CCN(C(=O)COC(=O)c1cccc(S(=O)(=O)N(C)C)c1)c1c(N)n(Cc2ccccc2)c(=O)[nH]c1=O,3%,
COc1ccc(CN2C(=O)C(C)Nc3ncnc(N4CCN(c5ccccn5)CC4)c32)cc1 (stereo unspecified),-10%,
NC(=O)C1CCN(c2nc(-c3cccc(Cl)c3)cs2)CC1,-4%,
O=C(COC(=O)C1CCN(c2ccc(C(F)(F)F)cn2)CC1)c1ccccc1,-1%,
CCc1cc(C(=O)N2CCN(C(=O)c3ccccc3)CC2)sc1C,-3%,
C[C@H](CO)N1C[C@H](C)[C@H](CN(C)C(=O)NC2CCCCC2)Oc2ncc(Br)cc2C1=O,-5%,
O=C1CCCCC1C1(O)C(=O)Nc2ccccc21 (stereo unspecified),-9%,
CC(=O)Nc1cc2c3ccccc3n(C)c2cc1[N+](=O)[O-],2%,
CC12CCC(=O)C=C1CCC1C3CC(O)C(O)(C(=O)CO)C3(C)CC(O)C12F (stereo unspecified),0%,
Cc1ccc(-c2nnc3c4ccccc4c(C)nn23)cc1S(=O)(=O)N1CCN(C)CC1,-9%,
COc1ccc(-c2cc(C(=O)N3CCOCC3)c3ccccc3n2)cc1OC,-1%,
C[C@@H]1NS(=O)(=O)[C@H]2C[C@@H]3C=C[C@]2(O3)[C@H]1OC(=O)Nc1ccc(C(F)(F)F)cc1[N+](=O)[O-],0%,
O=C(C[C@@H]1C[C@@H]2c3cc(NC(=O)C4CCC4)ccc3O[C@@H]2[C@@H](CO)O1)NCc1ccc(Cl)cc1,6%,
C=CCN(c1ccc(OC)cc1)S(=O)(=O)c1ccc(Cl)c(C(=O)OCC(=O)c2c(N)n(C)c(=O)n(C)c2=O)c1,-1%,
CC[C@H](C)C(=O)N[C@H]1CCCN1C(=O)/C=C/c1ccccc1,-7%,
COC(=O)/C=C/c1ccccc1CN1[C@@H](CC(=O)OC)c2ccccc2S1(=O)=O,-3%,
O=C(CN1CCN(S(=O)(=O)c2ccc(Cl)c(C(F)(F)F)c2)CC1)NC(=O)NC1CCCCC1,-1%,
Cc1cc(S(=O)(=O)N2CCCC2)ccc1OCC(=O)Nc1ccc(C(N)=O)cc1,0%,
Oc1ccc(C[C@H]2CNC(=S)N2CC2CCCN2C[C@H](Cc2ccc(O)cc2)N2C[C@H](Cc3ccc(O)cc3)N(CC3CCCCCC3)C2=S)cc1 (stereo partly specified),-1%,
COc1ccc(C(CNC(=O)c2c(C)nn(Cc3ccc(C)cc3)c2Cl)N2CCOCC2)cc1 (stereo unspecified),-6%,
CC1CCCCC12NC(=O)N(CC(=O)NCc1ccco1)C2=O (stereo unspecified),-3%,
O=C1CCN(C(=O)Cc2ccccc2)c2ccccc21,-7%,
COc1ccc(NC(=O)CN(Cc2ccco2)Cc2ccco2)cc1S(=O)(=O)N1CCCCC1,3%,
O=C(COC(=O)CCc1ccccc1)NCc1ccc2c(c1)OCO2,3%,
Cc1ccc(NC(=O)CN(C)C(=O)COc2ccc(Br)cc2)cc1,-4%,
CCN(C(=O)CSc1nc2ccc(OC)cc2[nH]1)C1CCS(=O)(=O)C1 (stereo unspecified),-7%,
O=C(COC(=O)Cc1c[nH]c2ccccc12)Nc1cc(S(=O)(=O)N2CCOCC2)ccc1Cl,-1%,
Cc1cccc(NS(=O)(=O)c2ccc(C)c(C(=O)N(C)C3CCN(C)CC3)c2)c1,4%,
